Assay outcomes as filed in PubChem.
GPR55 antagonists – GPR55 antagonists blocking LPI-driven arrestin recruitment, primary screen, imaging, U2OS, beta-arrestin-GFP, LPI agonist (AID 2013). G-protein coupled receptor 55 (Homo sapiens). U2OS GPR55 beta-arrestin-GFP translocation imaging, LPI antagonism; higher % means a stronger effect. one-dose inhibition, % at 10 µM; IC50 in µM for titrated hits. actives 0.13% (n = 290,000);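 active = spots per cell inhibited over 60%, with over 100 cells counted and total cytoplasm intensity under 500,000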;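 also: U2OS cells stably carrying GPR55 and arrestin-GFP stimulated by 5 µM LPI near EC80; imaged beta-arrestin-GFP aggregate spots per cell after agonist stimulation; plate controls were LPI-stimulated DMSO wells for no effect and DMSO wells without LPI for full effect; some results filed as inactive read as strong as hits; confirmed hits need IC50 under 10 µM and bright autofluorescent wells are also inconclusive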
KOR beta-arrestin-1 – KOR agonists, beta-arrestin recruitment, primary screen, cell-based, luminescence, uHTS (AID 1777) | actives 0.02% (n = 280,000) | activation, % at 10 µM, or EC50 in µM where a hit was titrated | KOR beta-arrestin recruitment, luminescence; higher % means a stronger effect; in the data active = activation above about 50%, passing the limit was not always enough; also: a part of the inactive calls stands beside numbers as strong as those of hits
Dengue-2 NS5 capping – Dengue-2 NS5 methyltransferase inhibitors, primary screen, biochemical, confirmation dose response (AID 588689). Genome polyprotein (Dengue virus type 2 (strain 16681-PDK53)). Dengue-2 NS5 methyltransferase capping enzyme assay, biochemical; higher % means a stronger effect. one-dose inhibition, % at 25 µM; IC50 in µM for titrated hits. actives 0.3% (n = 340,000); in the data active = a potency from the dose series
KOR beta-arrestin-2 – KOR antagonists, beta-arrestin recruitment, cell-based, luminescence, uHTS (AID 1778) | Kappa-type opioid receptor (Homo sapiens) | KOR beta-arrestin recruitment, luminescence, antagonist mode; higher % means a stronger effect | inhibition, % at 10 µM; hits with a dose series show IC50 in µM | actives 0.091% (n = 290,000); in the data active = inhibition above about 50%; also: strong numbers were not always called active
GPR35 antagonists – GPR35 antagonists blocking zaprinast-driven arrestin recruitment, primary screen, imaging, U2OS, beta-arrestin-GFP, zaprinast agonist (AID 2058). G-protein coupled receptor 35 (Homo sapiens). U2OS GPR35 beta-arrestin-GFP translocation imaging, zaprinast antagonism; higher % means a stronger effect. one-dose inhibition, % at 10 µM; IC50 in µM for titrated hits. actives 0.052% (n = 290,000);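 active = inhibition of at least 50% with at least 30 cells and total cytoplasm GFP at most 10,000,000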
NOD1 NF-kB reporter – NOD1 signaling inhibitors, primary screen, cell-based, luminescence, uHTS (AID 1578); NOD1-driven NF-kB luciferase reporter cells, luminescence; higher % means a stronger effect; inhibition, % at 4 µM, or EC50 in µM where a hit was titrated; actives 1% (n = 290,000); in the data active = inhibition mostly above about 36%, no sharp cut-off; inactive = mostly below about 34%;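 also: HEK-293T reporter cells stimulated with the NOD1 agonist gamma-tri-DAP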
HIV peptide binding – inhibitors of HIV fusion peptide binding, primary screen, biochemical, uHTS, fluorescence dequenching (AID 1986) | cell-free peptide binding, fluorescence dequenching, 30 min; higher % means a stronger effect | actives 0.3% (n = 290,000) | inhibition, % at 20 µM; hits with a dose series show IC50 in µM; in the data active = inhibition mostly above about 52%, no sharp cut-off; inactive = mostly below about 76%; also: some results filed as inactive read as strong as hits
West Nile virus CPE – West Nile virus antiviral activity, cell-based, CPE readout (AID 1621); West Nile virus-infected cells, CPE inhibition; higher % means a stronger effect; CPE inhibition, % at 10 µM; hits with a dose series show IC50 in µM; actives 0.02% (n = 290,000); in the data active = a potency from the dose series; also: strong numbers were not always called active
GPR55 activation – GPR55 agonists via beta-arrestin recruitment, primary screen, imaging, U2OS cells, beta-arrestin-GFP redistribution (AID 1961). G-protein coupled receptor 55 (Homo sapiens). U2OS GPR55 beta-arrestin-GFP redistribution imaging; higher % means a stronger effect. one-dose activation, % at 10 µM; EC50 in µM for titrated hits. actives 0.048% (n = 290,000);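 active = activation above 40% with more than 50 cells counted in the well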;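 also: U2OS osteosarcoma cells stably expressing GPR55 and beta-arrestin-GFP; plate controls were DMSO negative control for no effect and LPI positive control for full effect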
Dengue-2 NS5 capping pilot replicate – second read-out of Dengue-2 NS5 capping, no call of its own (marks repeat the call); inhibition, %; measured here: pilot screen replicate inhibition
Numbers without * were called inactive; x = no result given; [ ] = another dose, or the depositor's remark.

SMILES	GPR55 antagonists	KOR beta-arrestin-1	Dengue-2 NS5 capping	KOR beta-arrestin-2	GPR35 antagonists	NOD1 NF-kB reporter	HIV peptide binding	West Nile virus CPE	GPR55 activation	others
C=CC1CN2CCC1CC2C(OC(C)=O)c1ccnc2ccc(OC)cc12 (stereo unspecified)	6.8%	7.1%	1.5%	20.6%	9.8%	-8.3%	-1.0%	-0.8%	0.3%
Fc1ccc2c(c1)nnn2C1CCN(Cc2nnnn2CCc2ccccc2)CC1	17.4%	x	-3.1%	x	2.3%	-20.0%	3.0%	-1.3%	1.0%
CC1CCCCN1Cc1cccnc1 (stereo unspecified)	4.1%	0.8%	-3.9%	1.5%	-5.2%	-25.8%	1.7%	0.5%	0.2%
CC(C)C12CN3CCN(CC(C3)C1O)C2 (stereo unspecified)	5.8%	2.4%	0.0%	32.1%	-8.2%	-26.2%	-0.2%	x	-0.2%
O=C(NC(=S)N1CCN(Cc2ccc3c(c2)OCO3)CC1)c1cccc(Br)c1	18.0%	7.5%	-10.4%	0.1%	4.2%	7.03µM*	2.1%	-1.6%	0.0%
Cc1cccc(CN2CCCC(C(=O)c3ccc4c(c3)OCO4)C2)n1 (stereo unspecified)	5.2%	1.0%	x	-22.1%	-7.0%	-22.4%	-1.0%	-0.2%	0.6%
CC(=O)N1CCC(N2CCCC(C(=O)c3cccc(Cl)c3)C2)CC1 (stereo unspecified)	2.2%	x	-0.7%	-1.6%[20 µM]	3.6%	-25.3%	-0.1%	-0.9%	0.2%
Cc1ccc(OP(=O)(NCc2ccccc2)Oc2ccc(C)cc2)cc1	-8.7%	0.5%	-1.9%	23.2%	4.5%	-3.7%	2.0%	0.0%	0.1%
COc1ccc(Br)cc1CN1CCN(C(=O)Cc2ccccc2)CC1	-1.9%	-0.4%	1.7%	6.6%	6.4%	-1.9%	-0.6%	-0.1%	-0.1%
COc1ccc(C2NCc3ccc4c(c3-n3cccc32)OCO4)cc1OC (stereo unspecified)	19.9%	1.1%	2.0%	-0.4%	-7.3%	-18.6%	-0.1%	-0.4%	1.4%
Cc1cc(C)c(C(=O)CN2CCOCC2)c(C)c1	7.5%	1.9%	-4.8%	-29.1%	0.7%	-14.2%	2.8%	0.6%	-0.1%
O=C(c1ccc(CS(=O)(=O)c2ccc(Br)cc2)o1)N1CCC2(CC1)OCCO2	-10.2%	-4.5%	-8.9%	22.5%	17.4%	-0.8%	0.5%	-0.2%	0.0%	Dengue-2 NS5 capping pilot replicate=0.0
O=c1[nH]c(=S)n(C2CC2)c(O)c1C=Nc1cccc(C(F)(F)F)c1	7.0%	9.7%	14.7%	9.0%	-9.2%	1.7%	4.6%	-0.1%	0.6%
COc1ccc(NC(=O)c2c(C)nn(Cc3ccccc3Cl)c2Cl)cc1Cl	-0.3%	5.6%	0.4%	32.9%	-3.4%	-36.1%	-1.9%	-1.1%	0.4%
O=P(/C(=N/O)N1CCCCC1)(N1CCOCC1)N1CCOCC1	-5.1%	0.5%	16.6%	-17.0%	-4.2%	-14.4%	2.3%	0.2%	0.6%
CN1C(=O)C(=Cc2ccc(N3CCOCC3)c([N+](=O)[O-])c2)C(=O)N(C)C1=O	4.3%	-1.3%	x	-12.8%[20 µM]	-1.4%	-6.8%	1.0%	1.1%	0.2%
Cc1ccccc1NC(=O)CCl	-2.5%	-2.7%	-2.6%	5.9%	8.0%	18.4%	-1.4%	0.5%	-0.2%
CCn1c(=O)cc(OCC(=O)N2CCN(Cc3ccc4c(c3)OCO4)CC2)c2ccccc21	17.9%	-1.0%	-4.2%	-8.9%	2.4%	-4.6%	-2.8%	1.9%	-0.1%
Clc1ccc(OCC#CCN2CCCC2)cc1	13.0%	-0.6%	-14.8%	1.8%	0.9%	-37.4%	-0.8%	-0.7%	0.2%
Cc1cc(OCC(=O)NCc2cccnc2)c2c3c(c(=O)oc2c1)CCCC3	7.1%	-0.6%	0.0%	14.8%	6.4%	1.7%	-0.3%	-0.4%	0.6%
CCOP(=O)(OCC)C(NC(=O)c1ccccc1)C(Cl)(Cl)Cl (stereo unspecified)	-5.4%	-0.1%	-5.9%	-4.8%	-8.6%	-26.6%	0.2%	-0.6%	-0.2%
C[C@H]1C[C@@H](C)C(=O)[C@@H]([C@H](O)CC2CC(=O)NC(=O)C2)C1	6.2%	-1.3%	-4.2%	16.4%	2.3%	88.0%*	-0.3%	0.43µM*	0.2%
O=C(c1ccccc1F)N1CCC2(CC1)OCCO2	9.4%	-3.4%	0.0%	-21.7%	20.9%	-9.0%	-1.4%	-0.1%	0.0%
O=c1[nH]c(=O)n(Cc2ccccc2Cl)c(O)c1/C=C1/C=CC=N1	-14.0%	-5.6%	13.5%	-33.1%	7.8%	47.1%*	26.2%	-1.1%	0.0%
CCCCCCOc1ccc(CN2CCN(CCO)CC2)cc1	-1.6%	2.3%	-11.3%	-13.8%	7.5%	-43.8%	2.6%	0.0%	-0.2%

3 consecutive records already listed:
SMILES	GPR55 antagonists	KOR beta-arrestin-1	Dengue-2 NS5 capping	KOR beta-arrestin-2	GPR35 antagonists	NOD1 NF-kB reporter	HIV peptide binding	West Nile virus CPE	GPR55 activation	others
C=CC1CN2CCC1CC2C(OC(C)=O)c1ccnc2ccc(OC)cc12 (stereo unspecified)	6.8%	7.1%	1.5%	20.6%	9.8%	-8.3%	-1.0%	-0.8%	0.3%
Fc1ccc2c(c1)nnn2C1CCN(Cc2nnnn2CCc2ccccc2)CC1	17.4%	x	-3.1%	x	2.3%	-20.0%	3.0%	-1.3%	1.0%
CC1CCCCN1Cc1cccnc1 (stereo unspecified)	4.1%	0.8%	-3.9%	1.5%	-5.2%	-25.8%	1.7%	0.5%	0.2%

Returning to the listing; the 2 compounds before the break are reprinted first.
SMILES	GPR55 antagonists	KOR beta-arrestin-1	Dengue-2 NS5 capping	KOR beta-arrestin-2	GPR35 antagonists	NOD1 NF-kB reporter	HIV peptide binding	West Nile virus CPE	GPR55 activation	others
O=c1[nH]c(=O)n(Cc2ccccc2Cl)c(O)c1/C=C1/C=CC=N1	-14.0%	-5.6%	13.5%	-33.1%	7.8%	47.1%*	26.2%	-1.1%	0.0%
CCCCCCOc1ccc(CN2CCN(CCO)CC2)cc1	-1.6%	2.3%	-11.3%	-13.8%	7.5%	-43.8%	2.6%	0.0%	-0.2%
O=c1c2ccccc2nc(-c2ccccc2)n1-c1nccs1	11.8%	3.6%	-3.2%	-10.8%	5.6%	-18.6%	1.7%	0.0%	-0.3%
O=C(COc1ccc(Br)cc1)N1CCN(Cc2c[nH]c3ccccc23)CC1	-7.2%	6.3%	-0.7%	-27.4%	-17.6%	18.1%	4.0%	x	-0.1%
CC(C)(C)N(NC(=O)c1ccccc1)C(=O)c1ccccc1	19.5%	2.2%	-1.4%	-2.6%	8.8%	3.9%	0.3%	0.2%	-0.2%
C1CC2NCCC3NCCC(N1)N32 (stereo unspecified)	-1.5%	-3.6%	-9.8%	-6.9%	0.6%	-8.6%	-1.0%	-0.3%	0.0%
CN(C)c1ccc(/C=C2\CC3C4CC=C5CC(O)CCC5(C)C4CCC3(C)C2=O)cc1 (stereo unspecified)	-5.0%	5.6%	0.0%	-12.2%	-3.2%	-17.3%	-0.5%	-0.7%	-0.3%
CS(=O)(=O)c1ccc2nc(NC(=O)c3cccc(NS(=O)(=O)c4ccc(F)c(F)c4)c3)sc2c1	2.1%	0.2%	-10.3%	23.2%	-7.9%	5.5µM*	10.8%	0.7%	-0.1%
Cc1sc(-n2c(C)cc(C=C3C(=O)NC(=O)NC3=O)c2C)c(C#N)c1C	-3.7%	1.2%	x	-8.3%	-7.9%	32.3%	38.2%	0.0%	0.6%
O=c1[nH]c(O)c(N=Nc2ccc3c(c2)OCCO3)c(=O)[nH]1	8.2%	-1.0%	-7.3%	6.8%	0.7%	14.0%	3.1%	-0.1%	-0.6%
NC(=O)C1CCN(/C=C2\C(=O)NC(=O)N(Cc3ccco3)C2=O)CC1	-6.4%	2.3%	-41.9%	-22.4%	-8.6%	-4.3%	6.3%	0.5%	0.0%
Cc1nc2ccccc2c(=O)n1-c1ccc(F)cc1F	0.4%	0.3%	0.0%	25.5%	-4.5%	6.8%	-0.2%	0.7%	0.0%
CCc1cc(=O)oc2cc(C)cc(OCC(=O)N3CCC(C(=O)O)(c4ccccc4)CC3)c12	-1.1%	x	-2.9%	6.9%[20 µM]	16.1%	-6.0%	0.7%	-0.1%	0.6%
Cc1cccc(N2CCN(C(=O)c3cc(S(=O)(=O)N(C)C)ccc3N3CCCC3)CC2)c1C	22.7%	-0.7%	-3.0%	-17.5%	-6.0%	-12.5%	-2.7%	-1.5%	0.508µM*
COc1c(/C=C2/C(=O)NC(=O)N(C)C2=O)c(CCN(C)C(=O)c2ccccc2)cc2c1OCO2	19.3%	-5.3%	3.6%	-43.3%[20 µM]	6.2%	-11.4%	-0.4%	-0.2%	1.0%
CCOc1c(Cl)cc(CNCCc2c[nH]c3ccccc23)cc1OC	3.6%	3.2%	-6.9%	-32.5%	-12.8%	29.8%	-2.1%	-1.9%	-0.1%
CNC(C(=O)c1ccccc1)C(OC)c1ccc(C)cc1 (stereo unspecified)	-0.3%	3.6%	-5.9%	26.1%	-2.8%	-35.4%	1.1%	-0.4%	0.2%
CC(C)c1ccc(-c2csc(NC(=O)c3cccs3)c2C(=O)O)cc1	-6.5%	-3.9%	39.9µM*	-32.9%	-19.8%	8.7µM*	52.1%	0.7%	-0.6%
Cc1ccccc1CN1CCN(c2ccc(Cl)cc2)CC1	26.2%	5.5%	-6.3%	32.6%	15.5%	-12.2%	-3.0%	-0.5%	-0.4%
CC1C(OC(=O)CCC(=O)NC(C)(C)CO)O[C@H]2OC3(C)CC[C@H]4[C@H](C)CCC1C24OO3 (stereo partly specified)	2.0%	2.6%	-15.7%	-10.6%	-1.1%	19.5%	1.0%	-0.4%	0.4%
CCC(=NC1CCN(Cc2ccccc2)CC1)c1c(O)[nH]c(=O)[nH]c1=O	6.4%	14.4%	5.0%	-21.3%	3.6%	3.1%	-0.7%	-0.7%	-0.2%
Cn1c(=O)cc(OCC(=O)N2CCN(Cc3ccc4c(c3)OCO4)CC2)c2ccccc21	5.9%	4.7%	1.6%	-13.8%	-11.2%	-13.3%	0.3%	0.7%	-0.2%

Only part of the results is shown. The share of hits here may be higher or lower than overall.
